# Compound activity from PubChem BioAssay.
# S1P3 antag: S1P3 receptor antagonists, primary screen, cell-based; Sphingosine 1-phosphate receptor 3 (Homo sapiens), Q99500; CHO S1P3 NFAT-BLA reporter, FRET fluorescence, antagonist mode; inhibition, % at 4.98 µM; 0.27% of 170,000 active; AID 485, 2006;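 active means inhibition above the plate cutoff, the mean inhibition of test wells on that plate plus 3 SD, cut at about 28% in these data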;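 further: cells challenged with S1P at its EC80 of 0.8 µM; blue over green emission ratio from cleaved BLA substrate after 4 h stimulation; 0% = S1P-stimulated wells and 100% = unstimulated DMSO-only wells; some compounds past the cut are filed as inactive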
# PPARg SRC3 recr: PPARgamma agonists recruiting SRC-3 coactivator, primary screen, biochemical. biochemical PPARgamma/SRC-3 coactivator recruitment assay. activation, % at 8 µM. Peroxisome proliferator-activated receptor gamma (Homo sapiens), P37231. 0.26% of 200,000 active; in the data active means activation above about 23%;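 further: 0% = DMSO and 100% = reference agonist; some compounds past the cut are filed as inactive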
# Target sequence (P37231 whole entry, looked up): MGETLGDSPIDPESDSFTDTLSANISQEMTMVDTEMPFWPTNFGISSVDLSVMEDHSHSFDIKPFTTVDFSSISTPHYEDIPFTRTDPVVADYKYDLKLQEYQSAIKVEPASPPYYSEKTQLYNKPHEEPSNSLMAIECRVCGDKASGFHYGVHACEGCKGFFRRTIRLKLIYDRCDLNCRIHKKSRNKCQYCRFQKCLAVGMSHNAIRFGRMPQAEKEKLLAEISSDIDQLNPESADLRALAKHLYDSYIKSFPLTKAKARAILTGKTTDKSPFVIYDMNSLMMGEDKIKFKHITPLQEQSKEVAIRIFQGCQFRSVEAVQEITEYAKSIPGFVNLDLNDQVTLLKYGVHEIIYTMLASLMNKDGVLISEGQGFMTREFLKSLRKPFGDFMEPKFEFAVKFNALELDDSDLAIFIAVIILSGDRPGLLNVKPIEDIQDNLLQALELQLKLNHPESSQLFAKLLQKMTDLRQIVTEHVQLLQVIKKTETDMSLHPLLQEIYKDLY
# ROMK mod: ROMK potassium channel modulators, primary screen, cell-based, thallium flux, MLSMR library. ATP-sensitive inward rectifier potassium channel 1 (Homo sapiens), P48048. Tet-inducible ROMK, thallium flux fluorescence; actives lie on both sides. B-score at 10 µM. 2% of 130,000 active. AID 1918, 2009;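 active means signal ratio slope over the read window, or its plate-corrected B-score, at least 3 SD from the plate mean, either direction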;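 further: B-score of the F/F0 ratio slope over 7 to 12 s after thallium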
# Target sequence (P48048 whole entry, looked up): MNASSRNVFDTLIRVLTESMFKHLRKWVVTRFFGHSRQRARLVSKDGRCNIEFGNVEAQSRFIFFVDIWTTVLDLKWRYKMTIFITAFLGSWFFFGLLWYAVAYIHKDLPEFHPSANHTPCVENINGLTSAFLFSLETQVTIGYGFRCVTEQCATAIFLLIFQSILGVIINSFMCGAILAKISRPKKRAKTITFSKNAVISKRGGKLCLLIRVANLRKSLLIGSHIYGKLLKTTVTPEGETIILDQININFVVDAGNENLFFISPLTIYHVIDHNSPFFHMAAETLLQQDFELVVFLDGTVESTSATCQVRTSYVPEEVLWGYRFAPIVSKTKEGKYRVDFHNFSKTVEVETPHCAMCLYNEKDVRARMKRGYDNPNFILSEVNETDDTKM
# TR-FRET SRC-2 ct: TR-FRET signal artefacts, primary screen, artefact control for PPARgamma SRC-2 agonist project, biochemical | TR-FRET artefact counter-screen; hits give high values | AID 1049, 2008 | TR-FRET ratio at 8 µM | 0.4% of 200,000 active; in the data active means TR-FRET ratio above about 2000; further: inactives centre near 1500
# bIAP inhibitor: bovine intestinal alkaline phosphatase inhibitors, primary screen, selectivity assay for TNAP inhibitor project, biochemical, bovine IAP, CDP-star luminescence. alkaline phosphatase, intestinal [Bos taurus]. purified bovine IAP, 30 min. inhibition, % at 20 µM. AID 1019, 2008. 190,000 tested, under 10 active;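 active means over 50% inhibition of intestinal alkaline phosphatase at 20 µM in the single-dose screen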
#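 Assay system: bovine IAP enzyme; medium: DEA buffer 100 mM, pH 9.8, with MgCl2 1.0 mM, ZnCl2 0.02 mM; doses: 20 µM single dose; incubation: enzyme reaction for 30 min at room temperature; detection: CDP-star luminescence signal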
# bIAP act: bovine intestinal alkaline phosphatase activators, primary screen, biochemical, bovine IAP, CDP-star luminescence; alkaline phosphatase, intestinal [Bos taurus]; purified bovine IAP, 30 min; hits give high values; fold of DMSO-control signal, blank-subtracted; 0.17% of 200,000 active; activation factor at 20 µM;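 active means activation factor of 2 or more at 20 µM, a signal rise over negative controls twice the positive control's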
# Lmaj promast: Leishmania major promastigote growth inhibition, primary screen | 9% of 200,000 active | Leishmania major promastigotes, resazurin fluorescence viability | inhibition, % at 10 µM; in the data active means inhibition above about 50%;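 further: promastigotes grown with compound for 44 hours at 28 °C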
# DTT redox prof: compounds producing H2O2 with reducing agent – biochemical, NIH compound library profiling, artefact control for MLSCN library redox annotation, primary screen. activation, % at 10 µM. DTT-dependent redox cycling H2O2, phenol red/HRP absorbance; 100% = 100 µM peroxide control, 0% = buffer. AID 878, 2007. 0.03% of 200,000 active;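 active means activation of at least 50% relative to the plate's high and low controls in the primary single-dose screen; inactive means activation below 50%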;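 further: compound incubated with DTT at 0.8 mM final as the reducing agent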
# PPARg SRC2 recr: agonists of PPARg-SRC-2 recruitment, primary screen, biochemical, HTS; PPARgamma LBD-SRC-2 recruitment; activation, % at 8 µM; 0.34% of 200,000 active; AID 1032, 2008; in the data active means activation above about 22%;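 further: 0% = vehicle and 100% = reference agonist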
# TLR4-MyD88 BLA: inhibitors of TLR4-MyD88 association in cells, primary screen, cell-based, HeLa CL3-4, BLA complementation, FRET ratio. Toll-like receptor 4 (Homo sapiens) + Myeloid differentiation primary response protein …. 0.18% of 200,000 active. inhibition, % at 8.4 µM. HeLa CL3-4 TLR4/MyD88 BLA complementation; in the data active means inhibition above about 25%;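 further: 0% = vehicle and 100% = reference inhibitor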
# PPARg SRC1 recr: PPARgamma agonists recruiting SRC-1 coactivator, primary screen, biochemical. PPARgamma-SRC-1 coactivator recruitment biochemical assay. activation, % at 8 µM. 0.41% of 200,000 active. AID 631, 2007; in the data active means activation above about 19%;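 further: 0% = DMSO and 100% = reference agonist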
# * marks the source's active call; other numbers are inactive results; / = not tested or not shown.
mol	S1P3 antag	PPARg SRC3 recr	ROMK mod	TR-FRET SRC-2 ct	bIAP inhibitor	bIAP act	Lmaj promast	DTT redox prof	PPARg SRC2 recr	TLR4-MyD88 BLA	PPARg SRC1 recr
CCCCC(=O)N1CCCC(C(=O)OCC)C1 (stereo not drawn)	/	-4	0.74	1404	10	0.9	-5	0.0	3	7	-6
CCOP(=O)(OCC)C(NC(=O)Nc1c(C)cc(C)cc1C)c1ccccc1 (stereo not drawn)	3	2	/	1555	-35	1.4	5	0.0	2	5	-7
Cc1n[nH]c(=S)n1-c1cccc(Cl)c1	5	3	0.0016	1494	-37	1.4	-4	-0.4	0	-5	0
O=C(Nc1cccc(Cl)c1)c1ccc(-n2cncn2)c([N+](=O)[O-])c1	/	4	/	1588	24	0.8	-4	2.3	1	4	3
CCN(c1ccccc1)S(=O)(=O)c1ccc2[nH]cc(C(=O)NCCOC)c(=O)c2c1	/	0	/	1629	3	1	-16	3.0	4	-3	-2
CCOC(=O)CSc1nc2sc(C)c(C)c2c(=O)[nH]1	-19	-3	/	1565	3	1	-1	1.9	-2	-1	-5
O=C(OCC(=O)N1CCOCC1)c1ccc[nH]c1=O	-7	-8	-0.83	1595	4	1	-7	2.2	0	-8	-3
COc1ccc(C(=O)c2c[nH]cc2-c2ccccc2)cc1	2	10	0.88	1632	1	1	-12	0.2	3	-2	5
O=C(NNc1nc(-c2ccccc2)c2cc(Br)ccc2n1)c1ccc(S(=O)(=O)N2CCOCC2)cc1	10	-3	-0.97	1421	1	1	-5	0.3	-3	-4	4
Cc1ncc(CO)c(/C=N/NC(=O)c2cc(Br)ccc2O)c1O	-3	-1	-0.087	1468	-4	1	-9	-1.5	-2	-2	-4
CCOC(=O)c1nnn(-c2nc(N3CCCC3)nc(N3CCCC3)n2)c1-c1ccccc1	-68	-14	-0.041	1614	5	0.9	17	-0.3	-2	-11	8
CCCc1cc(=O)n2[nH]c(NCc3ccccc3F)nc2n1	-11	1	-0.26	1396	11	0.9	-7	-0.2	-2	2	1
Cc1ccc(S(=O)(=O)Cc2nc3ccccc3c(=O)[nH]2)cc1	/	1	/	1542	0	1	-4	2.0	1	-1	1
Cc1ccc(/C=C/C(=O)c2ccccc(=O)c2O)cc1C	1	0	-0.37	1534	-15	1.1	97*	-0.1	-1	8	1
CCOC(=O)c1cc(=O)n2nc(-c3ccccc3F)nc2s1	-9	0	-0.00096	1445	14	0.9	3	0.2	-4	2	7
CCOC(=O)c1c(C)nc2sc3c(=O)n(-c4ccc(OC)cc4)cnc3c2c1-c1ccc(OC)cc1	/	-10	/	1481	5	1	5	2.1	-14	-6	-9
CCCN1C(=O)c2ccc(C(=O)NCc3ccco3)cc2C1=O	-12	7	/	1549	-1	1	-5	0.4	6	-13	4
CN1/C(=C/C(=O)c2ccc(Cl)cc2)Sc2cc3c(cc21)OCO3	-28	4	/	1717	12	0.9	49	2.5	11	4	5
CCOC(=O)c1nnc(-c2ccc(C)cc2)nc1Sc1ccc(Cl)cc1	/	-13	0.1	1486	-1	1	54*	0.2	5	9	0
COCCNC(=O)C1CCC(=O)N(c2ccc(OC)cc2)C1c1ccc(OC)c(OC)c1 (stereo not drawn)	/	1	0.0091	1278	4	1	-4	0.3	-6	5	-10
COc1ccc(/C=C/C2=CC(C)(C)NC(=S)N2)cc1OC	-6	6	1.1	1603	31	0.7	4	-1.0	3	-1	6
COc1c(Cl)ccc(Cl)c1C(=O)NC(=O)N1CCOCC1	-25	-4	/	1546	2	1	2	-0.5	5	8	-3
C=CCNC(=O)/C(=C/c1ccccc1OCC)NC(=O)c1ccccc1	-2	-3	-0.062	1392	19	0.8	-5	-0.1	0	-7	6
O=C(Nc1cccnc1)c1cc(-c2cccs2)on1	-24	11	0.43	1616	0	1	-7	3.3	3	3	1
CCOC(=O)N1N=C(C)CC1(O)c1ccc(Cl)cc1 (stereo not drawn)	3	2	-1.2	1541	-19	1.2	-4	-0.4	1	7	0
CC1Cc2ccccc2N1C(=O)CN(C)S(=O)(=O)c1cccc2cccnc12 (stereo not drawn)	/	-8	/	1553	6	0.9	-7	-1.0	-2	3	-3
COc1ccc(/C(O)=C2/C(=O)C(=O)N(CCN(C)C)C2c2cccnc2)cc1C (stereo not drawn)	-3	8	-0.44	1638	-4	1	-8	-1.2	11	-15	11
COc1ccc(S(=O)(=O)NCCSCc2ccco2)cc1OC	/	-5	0.83	1445	-9	1.1	-3	0.9	6	3	5
Cc1ccc(N(CC(=O)Nc2cc(Cl)ccc2Oc2ccccc2)S(C)(=O)=O)cc1C	/	8	0.21	1426	4	1	23	0.3	12	-12	3
CCOc1ccc(N(C(C)C(=O)N/N=C(\C)C(C)(C)C)S(C)(=O)=O)cc1 (stereo not drawn)	6	1	-0.083	1449	3	1	0	-0.5	6	0	2
COc1cc(OC)cc(OCC(O)Cn2ccnc2C)c1 (stereo not drawn)	/	-11	/	1448	-2	1	-1	2.6	-5	2	-1
CSc1ccc(C(=O)C2CCCN(C(=O)c3cccnc3SC)C2)cc1 (stereo not drawn)	-6	0	0.8	1350	-5	1	-1	-0.5	-4	-7	-8
COC(=O)CSc1nc(C)cc(C(F)(F)F)c1C#N	/	5	/	1708	-2	1	2	-7.8	6	20	3
Nc1c(C(=O)NCc2ccc3c(c2)OCO3)c2nc3ccccc3nc2n1CCCN1CCOCC1	-39	13	0.6	1393	-27	1.3	63*	-1.9	2	-27	2
COc1cccc(NC(=O)CS(=O)(=O)c2cn(CC(=O)N3CCOCC3)c3ccccc23)c1	2	-1	1	1643	-6	1.1	-7	0.0	6	-9	6
CC(=O)N1CCCC(C(=O)c2ccc(Oc3ccccc3)cc2)C1 (stereo not drawn)	-14	2	-0.27	1581	1	1	-9	1.2	9	3	10
N#C/C(=C\c1ccc(OC(=O)c2ccccn2)cc1)C(N)=O	-5	2	/	1613	10	0.9	-3	0.5	11	4	15
Cn1c(=NC(=O)c2cnccn2)sc2ccccc21	12	5	/	1600	6	0.9	38	-0.1	10	-4	-1
O=C(CSc1nnc2ccccn12)NCc1ccc2c(c1)OCO2	2	-1	0.29	1720	-24	1.2	-9	2.8	1	0	4
O=C(OCc1c(Cl)nc2sccn12)c1cc2c(s1)CCCC2	-13	7	/	1556	0	1	-7	0.9	-1	-2	-6
NC(=O)CCC(NS(=O)(=O)c1ccc(Cl)cc1)C(=O)NCc1ccccc1Cl (stereo not drawn)	4	1	-0.76	1702	5	1	-6	0.0	1	4	7
CCOC(=O)N1CCN(C(=O)CCn2c(=S)[nH]c3cc(OCC)c(OCC)cc3c2=O)CC1	/	0	/	1527	-2	1	4	-0.4	-6	0	1
CC1(C)CC(=O)C(C=NCC(O)c2ccccc2)=C(O)C1 (stereo not drawn)	/	-7	0.1	1701	12	0.9	-8	-3.0	7	6	11
O=C(Cc1cccc(C(F)(F)F)c1)Nc1ccccc1	1	-1	-1.6	1621	8	0.9	13	-0.7	6	3	3
COc1cc(-c2nnc(CSc3nnc(Nc4ccc(Oc5ccccc5)cc4)s3)o2)cc(OC)c1OC	-5	6	/	1610	-5	1	77*	0.4	2	-8	16
CCOC(=O)C(=O)N1CCN(c2cc3c(cc2[N+](=O)[O-])n(C)c(=O)n3C)CC1	-3	3	0.016	1647	-6	1.1	-6	-0.1	5	0	3
c1ccc(OCCOCCN2CCOCC2)cc1	/	5	2.5	1358	16	0.8	5	0.1	-1	-1	-2
COc1cccc(C(=O)Nc2cc(=O)n(C)c(=O)n2C)c1OC	-40	2	/	1669	7	0.9	-3	0.1	7	-3	1
Cc1c(N=Cc2cccs2)c(=O)n(-c2ccccc2)n1C	-9	6	-0.75	1454	-5	1	-3	2.5	0	-11	6
CCOC(=O)c1ccccc1NC(=O)c1ccc(Cl)c(S(=O)(=O)N2CCOCC2)c1	-29	1	/	1581	/	/	9	2.8	2	-15	-6
N=C(N)Cc1ccccc1Sc1ccccc1	-20	1	-0.16	1433	-5	1	98*	0.3	-5	-5	6
Cc1ccc(S(=O)(=O)Nc2ccc(NC(=O)c3cccnc3)cc2)cc1	-11	2	-0.77	1535	-17	1.2	5	-0.4	-2	3	-6
COc1ccc(CN2C(=O)/C(=C/c3ccc(-c4ccc(Cl)c(C(=O)O)c4)o3)SC2=S)cc1	-8	1	-0.31	1649	23	0.8	-2	0.1	-6	-11	-1
c1ccc(Cn2ncc3c(N4CCOCC4)ncnc32)cc1	/	8	-0.041	1492	5	1	-8	-0.1	1	6	2
CN(/N=C/c1cccs1)c1cc(=O)n(C)c(=O)[nH]1	/	11	/	1545	6	0.9	-3	-1.1	14	5	2
C/C=C/C(=O)OCC(=O)Nc1ccc(OC)c(OC)c1	-6	-6	0.24	1747	6	0.9	1	-2.1	-3	4	4
O=C(NCc1ccccn1)/C(=C/c1ccco1)NC(=O)c1ccccc1	-19	3	0.69	1577	6	0.9	-5	-0.4	18	9	5
O=C(COC(=O)/C=C/c1ccc(Cl)cc1Cl)Nc1cc(C(F)(F)F)ccc1N1CCOCC1	-14	-5	0.018	1395	4	1	27	-0.2	1	-8	-1
CCOc1ccc(-n2c(=S)sc3c(=O)[nH]c(SCC(=O)NCc4ccco4)nc32)cc1	/	1	0.34	1577	-6	1.1	-6	0.2	-5	13	4
O=C(Nc1ccc(Cl)cc1)NC1CCS(=O)(=O)C1 (stereo not drawn)	-23	-2	/	1596	9	0.9	-6	0.1	2	-6	-2

# Following part
mol	S1P3 antag	PPARg SRC3 recr	ROMK mod	TR-FRET SRC-2 ct	bIAP inhibitor	bIAP act	Lmaj promast	DTT redox prof	PPARg SRC2 recr	TLR4-MyD88 BLA	PPARg SRC1 recr
COc1ccc(N2CCN(C(=O)c3ccc(Br)cc3)CC2)c([N+](=O)[O-])c1	4	7	-0.37	1459	3	1	0	-0.4	0	9	0
COC(=O)c1ccc(OC)c(CSc2nnc(COc3ccc(OC)cc3)o2)c1	-7	4	-0.24	1475	-4	1	-2	-0.5	0	-9	-4
c1ccc2c(CSCc3nc4ccccc4[nH]3)cccc2c1	/	3	/	1646	-42	1.4	21	1.4	7	-3	8
Cc1nc2ccccc2c2nc(NC(=O)Cc3ccccc3)nn12	-9	3	/	1573	1	1	8	4.1	3	7	-2
